p53null 32C kill – selectivity test: cytotoxicity in p53 null cells, permissive temperature | H1299-neo p53 null cells, ATP luminescence, 24 h, 32C | Potency, µM (highest dose often 46.1 µM), without a hit: at the highest dose activity change, negative = cytotoxicity, most hits filed as cytotoxic | 0.62% of 55,000 active | AID 903;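 further: potency means the concentration at half of the fitted maximal effect; 0% = DMSO only and -100% = full killing by 100 µM tamoxifen; nearly all actives have a fitted effect of over 55% in size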
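H1299-neo, 600 cells/well; overnight 37C; cpd up to 46 uM, 24 h at 32C; ATPlite luminescence after 20 min RT; normalized to DMSO (0%) and tamoxifen 100 uM (100% kill); Hill-fit AC50.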
p53null 39C tox – selectivity test: cytotoxicity in p53 null cells, nonpermissive temperature. H1299 p53-null (neo) cells, 39C, ATPlite viability, 24 h. Potency, µM (doses to about 46.1 µM), for the others: top-dose activity, negative = cell killing, most hits filed as cytotoxic. 0.97% of 55,000 active;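 further: potency means the concentration at half of the fitted maximal effect; 0% = DMSO only and -100% = full killing by 100 µM tamoxifen; nearly all actives have a fitted effect of over 50% in size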
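Cells seeded at 600/well, 37C overnight. Compound added (up to 46 uM), plates shifted to 39C for 24 hr. ATPlite added, luminescence read after 20 min at room temperature.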
FH mod – Identification of activators of human fumarate hydratase by quantitative high-throughput screening; Fumarate hydratase, mitochondrial (Homo sapiens), P07954; FH coupled MDH/diaphorase resazurin fluorescence, 15 min; Potency, µM (series often up to 79.9 µM), for inactives: top-dose activity change, negative = inhibition, hits mostly inhibitors; 0.22% of 54,000 active; AID 1347055, 2019; further: potency means the concentration at half of the fitted maximal effect; on the % scale 0 is the no-effect control and ±100 the full control effect; the screen sought activators but most active calls are inhibition curves; nearly all actives have a fitted effect of over 45% in size
Target sequence (P07954 whole entry, looked up): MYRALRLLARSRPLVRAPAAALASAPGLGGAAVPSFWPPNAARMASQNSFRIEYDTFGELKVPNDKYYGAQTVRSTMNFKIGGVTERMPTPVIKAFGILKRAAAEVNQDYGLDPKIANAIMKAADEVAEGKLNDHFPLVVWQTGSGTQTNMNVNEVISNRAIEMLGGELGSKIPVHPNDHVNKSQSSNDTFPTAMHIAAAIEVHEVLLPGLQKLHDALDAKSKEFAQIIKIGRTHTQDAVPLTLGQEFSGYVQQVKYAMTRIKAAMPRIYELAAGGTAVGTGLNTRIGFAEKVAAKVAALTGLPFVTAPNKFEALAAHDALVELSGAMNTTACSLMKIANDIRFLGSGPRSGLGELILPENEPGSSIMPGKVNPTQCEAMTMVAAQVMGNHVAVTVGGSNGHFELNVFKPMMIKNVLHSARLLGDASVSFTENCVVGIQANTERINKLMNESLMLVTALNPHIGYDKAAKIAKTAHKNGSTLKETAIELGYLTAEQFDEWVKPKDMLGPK
GALK inh – inhibitors of human galactokinase (GALK); P51570; recombinant GALK, Kinase-Glo ATP luminescence, 1 h; Potency, µM (titrated, usually from 57.5 µM), for inactives: top-dose activity, negative = inhibition, hits mostly inhibitors; 44,000 tested, under 10 active; AID 1347072;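 further: plate controls were full GALK reaction for no effect and reaction lacking GALK for full effect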
Target sequence (P51570 whole entry, looked up): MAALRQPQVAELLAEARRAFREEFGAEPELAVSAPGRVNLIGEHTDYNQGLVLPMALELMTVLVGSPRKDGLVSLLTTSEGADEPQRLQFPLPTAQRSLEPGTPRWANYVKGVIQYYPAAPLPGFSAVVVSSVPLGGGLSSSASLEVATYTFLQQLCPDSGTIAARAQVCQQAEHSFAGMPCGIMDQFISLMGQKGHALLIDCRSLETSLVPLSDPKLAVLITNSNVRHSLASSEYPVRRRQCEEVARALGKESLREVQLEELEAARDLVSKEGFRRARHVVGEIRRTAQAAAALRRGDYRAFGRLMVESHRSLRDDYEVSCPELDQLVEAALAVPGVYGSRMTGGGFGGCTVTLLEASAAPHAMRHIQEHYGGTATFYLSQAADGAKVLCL
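Human GALK (5 nM) was incubated with 35 uM ATP and 100 uM galactose in 20 mM HEPES pH 8.0 with MgCl2, NaCl, DTT and BSA for 1 h at room temperature. Remaining ATP was measured by Kinase-Glo Plus luminescence.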
B2AR arrestin ag – agonists recruiting beta-arrestin to human beta2-adrenergic receptor. P07550. Potency, µM (doses to about 46.1 µM), for inactives: top-dose activation, actives largely listed as activators. AID 1347077. 44,000 tested, under 10 active. HTLA Tango cells, beta-arrestin recruitment, luciferase luminescence, 18 h;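 further: potency means the concentration at half of the fitted maximal effect; 0% = DMSO and full agonism = EC100 isoproterenol or metaproterenol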
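Tango cell line, 1% FBS DMEM; cpd titration up to 46 microM; 18 hr, 37 degrees C, 5% CO2. Luciferin/ATP substrate mix added, 15 min RT, luminescence. %Activity, CRC fitting, curve-class categorization.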
TSG101-PTAP inh – TSG101-PTAP interaction inhibition, HIV-1 budding; Fluorescence polarization, FITC-PTAP peptide/Tsg101, 20 min; Potency, µM (titrated, usually from 115 µM), for inactives: at the top dose activity change, negative = inhibition, usual class: inhibitors; 44,000 tested, under 10 active; further: potency means the concentration at half of the fitted maximal effect; 0% is about no effect
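Fluorescence polarization: Tsg101 binding domain (10 uM final) in 10 mM HEPES pH 7.5, 0.15 M NaCl, 0.01% Tween 20, 3 mM EDTA, 0.1 mM TCEP; compounds pinned; FITC-PTAP peptide 50 nM final; 20 min, r.t.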
NTMT1 inh – NTMT1 methyltransferase inhibition; AID 1645870; NTMT1 MTase-Glo SAH luminescence, purified enzyme; Q9BV86; Potency, µM (doses to about 114 µM), for the others: at the highest dose activity change, negative = inhibition, actives largely listed as inhibitors; 2.5% of 59,000 active;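 further: potency means the concentration at half of the fitted maximal effect; plate controls were DMSO vehicle for no effect and no enzyme for full effect; nearly all actives have a fitted effect of over 65% in size; many of its hits are not listed in these tables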
Starred values were filed as active, the others as inactive; ? = inconclusive; nt = no result given; [ ] = remark or other dose. The call rests on the fitted dose curve; in most records, active means well fitted curve in the direction sought with a large enough effect; inconclusive means small, poorly fitted or top-dose-only effect, or another doubt; inactive means no such curve, though single readings can be large; an effect the other way counts as inactive or inconclusive. Some of the compounds tested. The share of hits here may be higher or lower than overall.

SMILES | p53null 32C kill | p53null 39C tox | FH mod | GALK inh | B2AR arrestin ag | TSG101-PTAP inh | NTMT1 inh
Cc1ccc(C2=CC(c3ccccc3C)n3c(nc4ccccc43)N2)cc1 (configuration not stated) | 1.26µM* | ? | -4.7% | 3.4% | 6.7% | -1.4% | -6.3%
Cc1ccc(CNC(=O)C2CCCCN2S(=O)(=O)c2ccc(F)cc2)cc1 (configuration not stated) | -4.5% | -17.4% | nt | 1.3% | -0.6% | 0.0% | nt
CCOc1ccc(NC(=O)CC2Nc3cccc4cccc(c34)NC2=O)cc1 (configuration not stated) | 11.0% | -15.3% | -16.9% | 2.5% | ? | -3.4% | -17.8%
COc1ccc(Cc2nc3c4cnn(-c5ccccc5F)c4ncn3n2)cc1 | -8.2% | -6.9% | -10.5% | 7.0% | -0.1% | 0.0% | 0.9%
COc1cc(-c2nc3ncccn3c2Nc2ccc(C)cc2C)ccc1O | 16.5% | -16.3% | ? | 3.2% | -0.8% | 1.7% | -13.4%
CCN1CCN(c2oc(/C=C/c3cc(OC)c(OC)c(OC)c3)nc2C#N)CC1 | 10.8% | -3.7% | -0.6% | -4.5% | -0.2% | -0.6% | 4.5%
CC(C)c1ccc2occ(CC(=O)Nc3cccc(C(F)(F)F)c3)c2c1 | 38.4%[activator] | ? | ? | 0.4% | -0.8% | -5.9% | 1.0%
COc1ccc(OCC(=O)N2CCN(C(=O)c3cc(OC)c(OC)c(OC)c3)CC2)cc1 | -5.8% | -7.3% | -12.7% | 1.9% | -0.5% | 0.4% | 3.1%
CN1CCN(C(CNC(=O)C(=O)Nc2ccc(F)cc2)c2cccnc2)CC1 (configuration not stated) | 3.3% | ? | -17.4% | 1.6% | 0.1% | -0.9% | -4.9%
O=C1Cc2cc(S(=O)(=O)N3CCN(c4ccccc4)CC3)ccc2N1 | 1.9% | -5.2% | 1.8% | -0.4% | 0.3% | 41.8%[activator] | 6.2%
O=C(c1ccc2c(c1)N(Cc1ccccc1F)C(=O)c1ccccc1S2(=O)=O)N1CCN(c2ccccn2)CC1 | -2.7% | -6.0% | -11.5% | 0.0% | 0.9% | -1.2% | 9.4%
Clc1cccc(-n2ncc3c(NCCCc4ccccc4)ncnc32)c1 | 4.3% | 19.9% | -18.1% | -0.8% | -1.2% | 2.3% | ?
Cc1ccc(-c2cn3c(n2)sc2cc(C(=O)NC4CCCCCC4)ccc23)c(C)c1 | -1.8% | 1.7% | 5.4% | 1.3% | -0.4% | -2.6% | 10.6%
CCN(CC)CCNC(=O)c1ccc2nc(CCc3ccccc3)oc2c1 | -11.1% | ? | 19.5% | 0.3% | 1.9% | -10.7% | -2.0%
Cn1cnc(S(=O)(=O)N2CCC(C(=O)N3CCN(c4ccc(Cl)cc4)CC3)CC2)c1 | -2.5% | 6.1% | -0.3% | -3.7% | 0.2% | -2.1% | -14.9%
CCOC(=O)c1cc(S(=O)(=O)N2CCN(c3ccc(F)cc3)CC2)[nH]n1 | -5.9% | 20.0% | 5.1% | 2.1% | -0.3% | 1.3% | 8.4%
Cc1cc(C)c(NC(=O)CN(C)S(=O)(=O)c2ccc3c(c2)c(=O)n(C)c(=O)n3C)c(C)c1 | -0.1% | -16.1% | 10.0% | -0.4% | -2.0% | -0.6% | -2.7%
CCOC(=O)c1c(NC(=O)COc2ccc(Cl)cc2C)sc2c1CCCCC2 | 4.2% | 5.6% | 6.2% | 3.0% | -0.6% | 0.3% | ?
COc1ccc(S(=O)(=O)N2CCC(N3CCN(Cc4ccccc4)C(=O)C3=O)CC2)cc1 | -1.9% | -3.6% | nt | 0.1% | -1.2% | -2.3% | nt
COc1cc(NC(=O)C2CCN(S(=O)(=O)Cc3ccccc3)CC2)c(OC)cc1Cl | 3.4% | -8.6% | nt | -10.4% | -2.3% | 7.0% | nt
O=C(C1CCC(CNS(=O)(=O)c2ccc(Br)s2)CC1)N1CCN(c2ccccc2)CC1 (configuration not stated) | -6.0% | -13.7% | 1.6% | 2.0% | 0.6% | -0.9% | -6.4%
Cc1nnc2c(N3CCN(c4ccccc4F)CC3)nc3ccc(C(=O)c4ccccc4)cc3n12 | -1.0% | 21.8% | -1.7% | 2.5% | -0.1% | -1.3% | -27.2%
Cc1nc2sccn2c(=O)c1S(=O)(=O)NCc1ccc(F)cc1 | 4.2% | -19.1% | -7.0% | -4.6% | -0.4% | -5.8% | 5.8%
COc1ccc(CCNC(=O)c2cnc3ccc(C)cn3c2=O)cc1 | 6.4% | -2.0% | -16.4% | -0.3% | 0.2% | 1.4% | -2.7%

In the list so far, these contain a thiophene ring, fused or not.
SMILES | p53null 32C kill | p53null 39C tox | FH mod | GALK inh | B2AR arrestin ag | TSG101-PTAP inh | NTMT1 inh
CCOC(=O)c1c(NC(=O)COc2ccc(Cl)cc2C)sc2c1CCCCC2 | 4.2% | 5.6% | 6.2% | 3.0% | -0.6% | 0.3% | ?
O=C(C1CCC(CNS(=O)(=O)c2ccc(Br)s2)CC1)N1CCN(c2ccccc2)CC1 (configuration not stated) | -6.0% | -13.7% | 1.6% | 2.0% | 0.6% | -0.9% | -6.4%

The list continues:
SMILES | p53null 32C kill | p53null 39C tox | FH mod | GALK inh | B2AR arrestin ag | TSG101-PTAP inh | NTMT1 inh
Cc1ccc(C)c(NC(=O)C(=O)NCCc2csc(-c3cccc(F)c3)n2)c1 | 3.4% | -2.8% | 2.0% | -2.4% | -0.2% | -6.8% | 5.9%
CC(C)CCOc1ccc(C2N=C(N)Nc3nc4ccccc4n32)cc1 (configuration not stated) | nt | nt | -2.4% | -1.1% | 1.1% | -8.0% | -4.6%
CN1CCSc2ccc(C(=O)NCc3ccccc3)cc21 | -7.6% | -15.0% | 15.9% | 0.5% | -0.1% | 0.8% | -15.8%
Cc1c2cnn(CC(=O)Nc3cccc(C(F)(F)F)c3)c(=O)c2c(C)n1Cc1ccccc1Cl | 0.9% | -11.8% | -22.3% | -1.5% | -1.7% | -0.8% | 2.5%
COc1ccc(S(=O)(=O)Nc2cccc(-c3ccc(N4CCCCCC4)nn3)c2)c(OC)c1 | -5.4% | 10.9% | nt | 4.1% | 1.4% | 0.1% | nt
CCCN1C(C(=O)c2ccccc2)=C(OC(=O)c2ccc(C)cc2)c2ccccc2S1(=O)=O | -10.9% | ? | -20.5% | 9.2% | 6.6% | -6.4% | 2.0%
CCCOC1(C(F)(F)F)NC(=O)N(c2cccc(Cl)c2)C1=O (configuration not stated) | 14.7% | -18.5% | -13.1% | 0.0% | 0.5% | -3.7% | -0.5%
COc1ccc(NCc2nc3ccccc3n2CCOc2ccc(C)cc2)cc1 | 67.7%[activator] | ? | -16.9% | 0.0% | 0.4% | -2.7% | 11.0%
CCN(CCCNC(=O)c1ccc(Sc2ccc(F)cc2)c(NC(C)=O)c1)c1ccccc1 | 23.3% | -7.2% | ? | 0.4% | 0.8% | -1.5% | 2.8%
CCOc1ccc(-c2c(C)nn3c(C)c(C(=O)NCc4ccc(C)o4)cnc23)cc1OCC | -1.3% | 0.1% | -5.6% | -1.3% | -0.8% | 5.3% | -1.6%
CN(C)CCN(Cc1ccco1)C(=O)c1oc2ccccc2c1NC(=O)c1cccc(F)c1 | 5.4% | 12.6µM* | -19.0% | 2.9% | -1.4% | 3.2% | ?
Cc1cccc(N(C)S(=O)(=O)c2c(C(=O)N3CCCCCC3)c(C)n(C)c2C)c1 | -1.2% | 9.2% | 4.3% | 1.7% | -0.7% | 2.6% | 3.8%

3 records drawn at random from those above:
SMILES | p53null 32C kill | p53null 39C tox | FH mod | GALK inh | B2AR arrestin ag | TSG101-PTAP inh | NTMT1 inh
CN(C)CCN(Cc1ccco1)C(=O)c1oc2ccccc2c1NC(=O)c1cccc(F)c1 | 5.4% | 12.6µM* | -19.0% | 2.9% | -1.4% | 3.2% | ?
CCCOC1(C(F)(F)F)NC(=O)N(c2cccc(Cl)c2)C1=O (configuration not stated) | 14.7% | -18.5% | -13.1% | 0.0% | 0.5% | -3.7% | -0.5%
COc1ccc(S(=O)(=O)Nc2cccc(-c3ccc(N4CCCCCC4)nn3)c2)c(OC)c1 | -5.4% | 10.9% | nt | 4.1% | 1.4% | 0.1% | nt

(listing goes on)
SMILES | p53null 32C kill | p53null 39C tox | FH mod | GALK inh | B2AR arrestin ag | TSG101-PTAP inh | NTMT1 inh
COc1ccccc1N(CC(=O)NCCSc1ccccc1)S(=O)(=O)c1ccc(C)cc1 | 13.8% | 27.2% | -18.2% | -0.3% | 0.0% | -1.1% | -11.0%
CCOC(=O)c1[nH]c2c(c1Cc1ccccc1)C(=O)CC(c1ccc(Cl)cc1)C2 (configuration not stated) | 14.8% | -1.9% | -23.4% | 1.6% | 0.7% | 2.6% | -2.9%
COc1ccc(N(CC(=O)Nc2cccc(C(C)=O)c2)S(=O)(=O)c2ccccc2)c(OC)c1 | 21.1% | -17.8% | -16.8% | -0.8% | 0.2% | -7.3% | 6.3%
Cc1nn(-c2ccc(F)cc2)c(-n2cccc2)c1C(=O)N1CCN(c2ccccc2F)CC1 | 3.2% | 16.1% | -11.4% | 2.8% | -0.7% | -2.5% | 17.8%
Cc1nc(-c2ccc(F)cc2)sc1CCNC(=O)Cc1ccc(F)cc1 | -11.0% | ? | 0.0% | 1.1% | 0.2% | 1.0% | -9.1%
COc1ccc(CCNC(=O)c2ccc3c(c2)N(Cc2ccc(F)cc2)C(=O)CS3)cc1OC | 12.6% | 1.8% | ? | 5.9% | 0.1% | 1.1% | 10.7%
CC1=C(c2ccc(C)c(C)c2)S(=O)(=O)N(Cc2ccc(C(=O)NCc3ccc(C)cc3)cc2)C1=O | -6.2% | 6.2% | -9.6% | -9.2% | -0.9% | 5.3% | 3.3%
COc1ccc(-n2nc3c(N4CCC(C(=O)NC5CCCCC5)CC4)nnc(C)c3c2C)cc1 | 6.8% | -18.8% | 0.3% | -2.2% | -0.9% | -1.9% | 9.5%
O=c1cc(-c2ccc(F)cc2)nc(SCc2nc(-c3cccc(C(F)(F)F)c3)no2)[nH]1 | -2.5% | -7.1% | ? | 1.6% | 0.8% | 1.6% | 13.8%
CCCn1c(CCC(=O)Nc2cc(OC)cc(OC)c2)nc2cccnc21 | -2.0% | 10.5% | -3.0% | 6.3% | -2.3% | -1.1% | 3.9%
CC1CCc2c(sc3nnn(Cc4cccc(C(=O)OC(C)C)c4)c(=O)c23)C1 (configuration not stated) | -6.5% | -9.6% | -4.8% | 0.3% | -1.5% | -1.7% | -2.8%
NC(=O)C1CCN(c2ncnc3c2cnn3-c2cccc(Cl)c2)CC1 | -7.0% | 7.7% | -6.8% | 0.5% | -1.6% | -6.0% | -15.0%
CC(C)(C)OC(=O)N1CCC(c2c(C(=O)NCc3ccccc3)cnn2-c2ccc(F)cc2)CC1 | -0.3% | 32.9%[activator] | -35.5% | 2.0% | 0.8% | -8.4% | -11.9%

Compound activity (PubChem BioAssay)
